# HUVEC prolif 384 – human endothelial cell proliferation inhibition. HUVEC proliferation, CellTiter-Glo luminescence, 72 h; active compounds read low. viability, % at 10 µM (by protocol). actives 1.1% (n = 86,000). AID 648;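 active = viability at or below 30%; inactive = viability above 30%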;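 note: 100% = median luminescence of DMSO-only cell control wells on each plate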
# Lung fibro prol – blocks proliferation of human lung fibroblasts. AID 719. viability, % at 10 µM. actives 1.1% (n = 85,000). LL 47 human lung fibroblast viability, ATP luminescence; active compounds read low;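 active = viability at or below 50% in the single dose screen; inactive = viability above 50%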;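 note: compound exposure lasted 72 h before the ATP readout; 100% = median luminescence of untreated cell-only wells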
#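 test system = LL 47 human lung fibroblasts | amount = 1,150 fibroblasts seeded per well | medium = 15% FBS in IMEM | times = overnight cell rest, 72 h compound treatment at 37 °C | measured by = CellTiter-Glo luminescence measuring cellular ATP | read-out = viability percentage against median untreated-cell control | benchmarks = cell-only wells, no compound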
# DAT uptake mod – human DAT dopamine uptake with cocaine, either direction; Q01959; LLC-PK1 hDAT cells, [14C]-dopamine uptake with cocaine IC80; actives deviate in either direction; B-score at 10 µM; actives 1.3% (n = 110,000);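 active = Z score or B-score, a plate-position-corrected score, falls beyond the plate's 99.7% confidence bounds, in either direction; inactive = both scores lie inside the 99.7% bounds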;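 note: scored against the spread of the other compound wells on the same plate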
# Target sequence (Q01959 whole entry, looked up): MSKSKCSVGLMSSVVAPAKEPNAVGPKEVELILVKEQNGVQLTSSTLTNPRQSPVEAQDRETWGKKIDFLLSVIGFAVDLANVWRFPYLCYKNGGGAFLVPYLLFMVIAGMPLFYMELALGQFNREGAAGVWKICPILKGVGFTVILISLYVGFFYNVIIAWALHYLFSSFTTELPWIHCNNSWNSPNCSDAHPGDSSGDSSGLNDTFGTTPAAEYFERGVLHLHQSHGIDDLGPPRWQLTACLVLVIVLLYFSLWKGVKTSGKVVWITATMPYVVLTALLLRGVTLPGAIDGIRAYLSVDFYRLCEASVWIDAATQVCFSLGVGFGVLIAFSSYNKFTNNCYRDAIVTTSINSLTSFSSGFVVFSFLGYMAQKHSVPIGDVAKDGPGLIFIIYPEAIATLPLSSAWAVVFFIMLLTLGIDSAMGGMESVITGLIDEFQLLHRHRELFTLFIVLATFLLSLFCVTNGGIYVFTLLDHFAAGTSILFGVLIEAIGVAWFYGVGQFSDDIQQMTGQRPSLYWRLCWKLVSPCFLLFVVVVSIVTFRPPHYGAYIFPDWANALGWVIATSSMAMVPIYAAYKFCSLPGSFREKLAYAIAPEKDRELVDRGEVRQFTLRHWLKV
# S1P2 antag – antagonists of human S1P2 receptor; cell-based S1P2 antagonist assay, inhibition at 5 uM; inhibition, % at 5 µM; actives 0.21% (n = 97,000); AID 736; in the data active = inhibition above about 45%;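 note: CRE beta-lactamase reporter cells expressing human S1P2 stimulated with S1P; 0% = agonist at EC80 alone and 100% = agonist plus reference antagonist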
# Target sequence (O95136 whole entry, looked up): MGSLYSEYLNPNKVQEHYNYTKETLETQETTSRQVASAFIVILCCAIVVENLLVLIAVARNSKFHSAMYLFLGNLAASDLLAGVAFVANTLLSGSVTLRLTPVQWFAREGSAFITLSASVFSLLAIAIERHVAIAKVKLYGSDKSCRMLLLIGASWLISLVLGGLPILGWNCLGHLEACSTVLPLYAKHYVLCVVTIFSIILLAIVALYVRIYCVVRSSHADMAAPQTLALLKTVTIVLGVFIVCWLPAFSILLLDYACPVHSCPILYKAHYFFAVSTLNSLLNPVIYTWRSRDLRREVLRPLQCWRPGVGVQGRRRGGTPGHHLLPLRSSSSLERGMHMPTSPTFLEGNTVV
# S1P2 ag – S1P2 (human) receptor agonism. AID 729. actives 0.46% (n = 97,000). O95136. activation, % at 4.5 µM. S1P2-expressing cell line, agonist reporter read-out; in the data active = activation above about 16%;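 note: 0% = vehicle low control and 100% = maximal reference agonist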
# PostGolgi yeast – growth inhibition of a yeast mutant, post-Golgi transport screen. actives 0.9% (n = 98,000). post-Golgi transport phenotypic cell assay. inhibition, % at 10 µM;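 note: yeast cells grown in 1536-well plates; yeast grown about 18 h at 30C before absorbance read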
# Ecoli WT expand – E. coli BW25113 growth inhibition, expanded screen; OD600 absorbance; growth inhibition, % at 100 µM; actives 0.15% (n = 98,000); AID 710;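 active = growth inhibition above about 50% at one test dose, limit read from the data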;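 note: growth measured after 20 h incubation at 37 °C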
# PostGolgi ctrl – inhibits growth of the yeast control strain. AID 738. actives 5% (n = 98,000). inhibition, % at 10 µM. efflux-deficient yeast background strain, growth absorbance A615, 16 h
# H69AR inhibit – growth inhibitors of human H69AR lung tumor cells. H69AR lung tumor viability, ATP luminescence, 72 h; active compounds read low. viability, % at 10 µM. actives 6% (n = 85,000). AID 598;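 active = viability at or below 40%; inactive = viability above 40%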;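 note: multidrug resistant small cell line overexpressing MRP-1 efflux transporter; 100% = mean luminescence of untreated control wells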
# * marks the source's active call; other numbers are inactive results; / = not tested or not shown. Cut-off read from the data, not from the text of the source, unless noted: active = inhibition above about 30%; inactive = the rest. Hits appear at their usual frequency (roughly 11% active in at least one column).
# Start of the listing, in advance:
compound	HUVEC prolif 384	Lung fibro prol	DAT uptake mod	S1P2 antag	S1P2 ag	PostGolgi yeast	Ecoli WT expand	PostGolgi ctrl	H69AR inhibit
O=C(CSc1ccccc1C(=O)O)NC1CCCCCCC1	92	98	0.54	-15	-3	-8	14	3	91
O=C(CCNc1ccc(F)cc1)c1cccc([N+](=O)[O-])c1	/	/	0.13	8	0	1	5	-2	/

# The whole of this part, previewed entries included:
compound	HUVEC prolif 384	Lung fibro prol	DAT uptake mod	S1P2 antag	S1P2 ag	PostGolgi yeast	Ecoli WT expand	PostGolgi ctrl	H69AR inhibit
O=C(CSc1ccccc1C(=O)O)NC1CCCCCCC1	92	98	0.54	-15	-3	-8	14	3	91
O=C(CCNc1ccc(F)cc1)c1cccc([N+](=O)[O-])c1	/	/	0.13	8	0	1	5	-2	/
Cc1ccc(S(=O)(=O)Nc2nc(C)c(NC(=O)Nc3ccc(Cl)cc3Cl)s2)cc1	/	/	-1	7	-7	5	-2	41*	/
COc1ccccc1NC(=O)CSc1ccc2nnc(-c3ccccn3)n2n1	88	95	-0.69	/	/	/	/	/	72
O=C(CSc1ncnc2c1nnn2-c1ccc(F)cc1)NCC1CCCO1 (configuration not stated)	90	98	0.15	6	-10	-1	6	1	49
CN(C)C(=O)CCN1CCOCC1	98	99	-0.89	-1	-3	2	-4	3	95
CCN(CC)S(=O)(=O)c1ccc(F)c(C(=O)NCCC(C)C)c1	82	96	-0.065	-14	-5	6	-4	4	64
COc1ccccc1CNC(=O)CSc1nc(N)c(C#N)c(-c2cccs2)c1C#N	87	94	-0.51	-16	1	0	-10	-2	57
CCOCC(=O)Nc1nc2ccc(S(C)(=O)=O)cc2s1	92	94	0.33	-12	-3	-1	3	15	72
CCCc1cc(N2CCCC(C(=O)NCc3ccc4c(c3)OCO4)C2)n2ncnc2n1 (configuration not stated)	104	101	2	/	/	3	3	-2	66
CCNc1c2c3c(cccc3n(C)c1=O)C(=O)c1ccccc1-2	34	74	0.38	5	-3	6	-1	11	50
CN(C(=O)c1cccc(Nc2ccc(-c3ccc4c(c3)OCCO4)nn2)c1)C1CCCCC1	51	107	2.5	-21	-6	/	/	/	17*
CC(=NCC1CCCO1)c1c(O)[nH]c(=O)[nH]c1=O (configuration not stated)	105	108	0.35	-1	-4	2	1	0	/
Cc1ccnc(NC2(C(F)(F)F)N=C(c3ccccc3)NC2=O)c1 (configuration not stated)	/	/	-0.98	-30	-10	5	-5	6	/
O=C(O)c1ccc(S(=O)(=O)N2CCCCCC2)cc1	97	101	-0.046	-14	-9	10	0	3	100
Cc1ccc(NC(=O)CSc2nnc(-c3cnccn3)n2Cc2ccco2)cc1C	88	96	-0.078	-2	-1	-1	0	0	96
CCCCCc1c(C)nc(NCc2ccccc2)[nH]c1=O	116	105	0.15	/	/	11	-10	39*	95
CCCc1nnc(NC(=O)c2c(O)c3cccc4c3n(c2=O)CCC4)s1	108	97	1.9	/	/	/	/	/	6.0*
Cc1oc(=O)c(NC(=O)c2cccc(Cl)c2)cc1C(=O)c1ccccc1	/	/	-0.093	9	-9	-4	-11	5	/
O=C(CSc1ncnc2ccccc12)N1CCCC1	86	98	0.13	21	-5	-1	6	5	88
N#Cc1c(SCc2ccccc2)sc(C(=O)c2ccccc2)c1N	81	90	0.0092	-3	-5	-4	-13	0	62
O=C(CSc1nnc(-c2c[nH]c3ccccc23)o1)N(Cc1ccccc1)c1ccc(F)cc1	82	108	2.5	9	-7	-5	-21	53*	56
COC(=O)C1=C(C)N(C)C(C)=C(C(=O)OC)C1c1ccc(C(=O)OC)cc1	85	97	0.65	-3	-4	5	-4	17	85
Cc1ccc(C)c(SCc2noc(C(=O)NCC3CCCO3)c2C(=O)O)c1 (configuration not stated)	/	/	-0.41	-6	-13	-4	5	17	/
COc1ccc(CNC(=O)C(c2ccco2)N(Cc2ccccc2)C(=O)Cc2cccs2)cc1 (configuration not stated)	76	81	-0.023	25	-7	/	/	/	76
O=C(NC1CC1)c1ccc(CS(=O)(=O)c2c(Cl)cccc2Cl)o1	88	94	-0.37	9	-7	-7	2	7	100
O=C1CC(c2ccco2)CC(O)=C1C=Nc1cc(Cl)ccc1O (configuration not stated)	77	99	-8.5*	19	-4	20	1	10	5.3*
O=C(Nc1ccc(-n2cnnn2)cc1)C1CCC1	82	106	-0.38	-6	0	10	2	-5	97
CCCCOC(=O)C1=C(C)Nc2ncnn2C1c1cccc(OC)c1 (configuration not stated)	/	/	-0.22	6	-4	-8	2	4	/
CCOc1cc(CNc2ncc(-c3ccc(OC)cc3)n2C)ccc1O	73	97	0.67	31	-2	5	6	-2	78
Cc1ccc(SCCC(=O)N(C)C)cc1	71	103	-1.5	20	-2	6	7	4	94
C/C=C(\C)CN1CCc2cc(OC)c(OC)cc2C1	97	104	-0.049	12	-3	0	5	2	97
N#CCCN(CCC#N)c1nnc(-c2ccccc2)s1	80	106	-0.5	16	1	-4	-4	16	91
CCOc1ccc2c(c1)-c1c(ssc1=S)C(C)(C)N2C	77	97	-0.85	-13	-8	3	-7	16	32*
Cc1cc(NC(c2ccc(Cl)cc2)c2ccc3cccnc3c2O)no1 (configuration not stated)	11*	8.1*	-0.45	6	-5	7	29	7	48
Cc1cccc(CC(=O)OCn2nnc3ccccc3c2=O)c1	98	106	-0.93	5	-9	-1	0	1	95
CCCCNS(=O)(=O)c1ccc2nc(SCC(=O)c3ccc(C#N)cc3)[nH]c2c1	90	89	-0.39	/	/	24	-2	13	90
Cn1nc(-c2ccc(C(=O)Nc3cccc(Cl)c3)cc2)c2ccccc2c1=O	41	52	-1*	-5	-3	6	2	0	4.3*
Cc1cc(C(C)(C)C)ccc1OCCN(C)C	106	104	0.6	13	-4	-7	5	2	94
COc1cc(/C=C/C(=O)O)cc(S(=O)(=O)NCCCO)c1OC	/	/	/	0	-7	2	-10	16	/
CCOC(=O)c1ccc(NC(=O)CS(=O)(=O)c2cn(CC)c3ccccc23)cc1	/	/	1.8	11	-6	-1	-6	9	/
O=C1NC(NS(=O)(=O)c2ccccc2)(C(F)(F)F)C(=O)N1Cc1cccnc1 (configuration not stated)	88	99	0.052	-19	-3	1	-8	2	101
NC(=O)[C@H](Cc1cc2ccccc2s1)NC(=O)[C@@H]1CC2(CC(c3cccc(NC(=O)[C@@H]4CCC(=O)N4)c3)=NO2)CN1C(=O)/C=C/c1c(F)cccc1Cl (some centres not stated)	/	/	0.32	10	-8	-2	-10	0	/
c1csc(C(c2nnnn2C2CCCCC2)N2CCN(c3nc4ccccc4s3)CC2)c1 (configuration not stated)	89	91	1.5	1	-7	/	/	/	79
CCOCCCNS(=O)(=O)c1ccc(NC(=O)N2c3ccccc3Sc3ccccc32)cc1	/	/	0.39	16	-2	-9	-5	10	/
COc1ccc2nc(NC(=O)CN(C)S(=O)(=O)c3cccs3)sc2c1	/	/	0.41	2	-6	22	-6	5	/
CCN(CC)S(=O)(=O)c1cccc(NC(=O)C(=O)c2c(-c3ccccc3)cc3ccccn23)c1	/	/	/	-6	-7	-3	-16	72*	/
COCc1nc2ccccc2n1CCCOc1ccccc1	107	102	-1	11	-3	1	-1	3	90
C1=CCC(/C=N/n2cnnc2)CC1 (configuration not stated)	88	95	0.36	/	/	4	6	21	95
COCC(=O)Nc1nnc(COc2ccc(Cl)cc2)s1	98	100	0.01	-6	-1	/	/	/	94
C=CCn1c(SCC(=O)Nc2ccc(N(C)C)cc2)nnc1-c1cccc(C)c1	98	98	0.048	16	-5	-6	6	8	78
CCn1c(=O)c(-c2ccccc2)c(O)c2ccccc21	108	100	-0.047	-4	-3	-7	-7	16	95
CCOC(=O)c1cnn(-c2nc(-c3cccc(F)c3)cs2)c1C(F)(F)F	/	/	-1.3	-9	-2	18	-8	11	/
CCCc1nc2sc3c(c2c(=O)n1NC(=O)CCCl)CCCC3	96	80	/	0	-7	6	10	1	36*
CCOc1ccc(N2C(=O)CC(SCCN)C2=O)cc1 (configuration not stated)	86	102	-0.5	10	-2	0	2	-5	102
O=C(NC1CCCC1)C(c1ccccc1)N(Cc1ccco1)C(=O)Cc1cccs1 (configuration not stated)	110	104	-0.23	11	-5	/	/	/	96
COc1cc(NS(=O)(=O)c2ccc(N/C=C(\C=O)c3nc4cc(Cl)ccc4o3)cc2)nc(OC)n1	/	/	/	-23	-5	-2	-6	-2	/
COc1cc(C(C)=O)ccc1OCC(=O)c1cc(C)n(C2CC2)c1C	84	98	0.64	-6	-1	-6	1	23	92
c1ccc(Oc2cccc(OCCCCSc3ncccn3)c2)cc1	115	100	-0.17	-18	-6	9	1	11	91
c1ccc(-n2c(-c3ccncc3)nnc2-c2ccco2)cc1	95	93	-0.018	-2	-5	-6	-2	-7	81

# Other structures follow:
compound	HUVEC prolif 384	Lung fibro prol	DAT uptake mod	S1P2 antag	S1P2 ag	PostGolgi yeast	Ecoli WT expand	PostGolgi ctrl	H69AR inhibit
COc1ccc(/C(O)=C2/C(=O)C(=O)N(CCN3CCOCC3)C2c2cccnc2)cc1OC (configuration not stated)	104	92	-0.6	12	-6	4	-5	3	91
CNC(=O)c1ccccc1-c1ccccc1	95	100	0.58	6	-5	21	3	17	97
CCn1c(SCC(=O)Nc2ccc(C(=O)OC)cc2)nc2cccnc21	107	103	-0.42	-36	-3	/	/	/	83
CCOc1ccc(-c2nnn(CC(=O)Nc3cc(OC)cc(OC)c3)n2)cc1OCC	55	95	-0.14	20	-10	-2	-11	-2	10*
Cc1nc2ccccc2c(=O)n1NC(=O)Cc1ccc(Br)cc1	82	96	-0.37	9	-4	-2	7	-1	79
Cc1c(Cl)c([N+](=O)[O-])nn1CC(=O)NC1CCCCC1	/	/	-2.1	-11	-5	1	1	5	/
Cc1nnc(SCc2ccc(C(=O)O)cc2)s1	99	97	0.14	-10	0	2	5	6	86
Cc1ccc(-n2nnnc2SCc2nnc(-c3ccccc3Br)o2)cc1	116	95	0.0029	26	-3	-5	-16	56*	89
CCC(=O)N1CCc2cc(S(=O)(=O)NC(C(=O)NC(C)c3ccccc3)C(C)C)ccc21 (configuration not stated)	94	77	0.024	-9	-6	-5	-11	0	78
Cn1ccnc1Sc1nc2c(c(=O)n(C)c(=O)n2C)n1C	92	92	0.11	15	-3	2	-7	9	93
COc1cc(C(c2sc3nc(C)nn3c2O)N2CC(C)CC(C)C2)cc(OC)c1OC (configuration not stated)	100	97	0.94	-4	6	5	9	5	83
CC1CCC(C(C)C)C(OC(=O)CSc2n[nH]c(=O)[nH]c2=O)C1 (configuration not stated)	116	106	-0.3	/	/	1	0	12	91
Cc1cccc(Oc2nc(-c3cccc([N+](=O)[O-])c3)nc3ccccc23)c1C	/	/	-1.2	1	3	-5	-19	10	/
CCOC(=O)c1cc(-c2ccccc2)sc1N	71	102	0.073	16	-3	6	-1	5	77
Cc1ccc2c(c1)c(C)c(C)n2CC(O)CN1CCCCC1C (configuration not stated)	90	103	-1.2	4	-1	11	-5	11	83
COc1ccccc1Nc1ncnc2ccccc12	105	105	-0.33	4	-2	-5	6	13	100
Cn1c(SC2C(=O)CC(C)(C)CC2=O)nnc1-c1ccco1	101	97	-0.97	/	/	-5	1	0	88
CC(=NCc1ccco1)c1c(C(F)(F)F)[nH]n(-c2nc3ccccc3s2)c1=O	86	92	0.43	1	-7	8	-8	13	63
O=C(c1cccc(S(=O)(=O)N2CCOCC2)c1)N(CCO)Cc1ccccc1	106	104	-0.16	11	-2	-21	0	6	92
